# RPL19A TOR yeast – yeast TOR pathway RPL19A-GFP modulation | 330,000 tested, 0.3% active | S. cerevisiae RPL19A-GFP strain, flow cytometry, 3 h; stronger effect = lower value | percent response vs DMSO, % at 10 µM | AID 2025;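 active = percent response vs DMSO below 50%; inconclusive = fewer than 70 events counted for the yeast strain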;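 also: median channel GFP fluorescence of the barcoded RPL19A-GFP strain; ratio of sample median GFP to plate DMSO average so 100% = DMSO; lower means less RPL19A-GFP as with rapamycin TOR inhibition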
# procasp3 activ – activates human procaspase-3; P42574; recombinant procaspase-3 D3A, Ac-DEVD-pNA absorbance 405 nm; activation, % at 8.5 µM; 330,000 tested, 0.11% active;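 active = activation above the mean of all tested compounds plus 3 SD, cut at about 21% in these data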;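 also: 0% = DMSO alone and 100% = DMSO wells spiked with extra 5 µM PC-3 D3A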
# Target sequence (P42574 whole entry D9A/D28A/D175A): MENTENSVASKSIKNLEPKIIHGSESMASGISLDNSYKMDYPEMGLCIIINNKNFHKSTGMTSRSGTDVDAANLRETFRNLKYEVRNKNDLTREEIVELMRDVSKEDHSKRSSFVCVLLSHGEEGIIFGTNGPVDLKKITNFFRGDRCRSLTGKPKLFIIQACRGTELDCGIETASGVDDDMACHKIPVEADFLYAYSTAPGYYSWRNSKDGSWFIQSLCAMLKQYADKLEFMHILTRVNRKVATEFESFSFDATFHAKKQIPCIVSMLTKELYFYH
#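 Compound: 8.5 µM single point, 0.8% DMSO / Material: Autoprocessing-dead procaspase-3 D3A mutant enzyme / Timing: 1 h preincubation plus 2 h reaction at 25 °C / Medium: Zinc-free HEPES/NaCl buffer with 0.01% Triton X-100 at pH 7.4 / Technique: 405 nm absorbance of p-nitroaniline, reads at 0 and 120 min / Repeats: one well per compound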
# AHR act – activates the human aryl hydrocarbon receptor. AHR-responsive luciferase reporter cells, luminescence. activation, % at 5 µM. 320,000 tested, 2.5% active; in the data active = activation above about 47%;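 also: 0% = vehicle wells and 100% = reference agonist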
# AGP1 TOR yeast – alters AGP1-GFP fluorescence in TOR pathway yeast screen. S. cerevisiae AGP1-GFP multiplex flow cytometry, 3 h; GFP as percent of DMSO wells. GFP response vs DMSO, % at 10 µM. 320,000 tested, 0.02% active;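 active = GFP response relative to DMSO above a set limit, near screen average plus 3 SD, cut at about 150% in these data; inconclusive = fewer than 70 cells counted for the yeast strain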;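 also: median GFP channel fluorescence of the gated AGP1 strain per well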
# CIT2-GFP yeast – modulators of TOR pathway CIT2-GFP in S. cerevisiae | 320,000 tested, 0.065% active | GFP response vs DMSO, % at 10 µM | AID 2029 | S. cerevisiae CIT2-GFP strain, flow cytometry, 3 h; 100 means same as DMSO wells;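 active = GFP response relative to DMSO above a set limit, near the screen mean plus 3 SD, cut at about 150% in these data; inconclusive = Fewer than 70 cells measured for a yeast strain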;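 also: ratio of well median GFP fluorescence to mean of DMSO wells on the plate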
# LAP4 TOR yeast – alters LAP4-GFP fluorescence in TOR pathway yeast screen | S. cerevisiae LAP4-GFP multiplex, flow cytometry GFP, 3 h; median GFP as percent of DMSO wells | GFP response vs DMSO, % at 10 µM | 320,000 tested, 0.34% active | AID 2023;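 active = GFP response vs DMSO above a set limit, about the screen mean plus 3 SD, cut at about 150% in these data; inconclusive = under 70 cell events counted for the yeast strain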
# proCasp7 act – counter-screen: procaspase-7 (human) activation; P55210; recombinant procaspase-7, Ac-DEVD-pNA absorbance 405 nm; D23A/D198A/D206A triple mutant, cannot self-cleave; scale: DMSO 0, 5 µM enzyme 100; activation, % at 8.5 µM; 330,000 tested, 0.093% active;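 active = percent activation above the screen-wide mean plus 3 SD, cut at about 25% in these data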
# Target sequence (P55210 whole entry D23A/D198A/D206A): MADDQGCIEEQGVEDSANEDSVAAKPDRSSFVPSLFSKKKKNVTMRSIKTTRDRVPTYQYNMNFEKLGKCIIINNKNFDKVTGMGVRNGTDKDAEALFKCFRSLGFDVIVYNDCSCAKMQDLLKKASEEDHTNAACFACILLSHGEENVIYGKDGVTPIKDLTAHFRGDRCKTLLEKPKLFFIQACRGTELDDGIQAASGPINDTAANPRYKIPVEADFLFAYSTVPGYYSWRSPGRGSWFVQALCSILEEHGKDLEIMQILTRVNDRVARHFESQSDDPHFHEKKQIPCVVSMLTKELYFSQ
#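 Replicates: singlicate. Assay system: Procaspase-7 triple mutant (PC-7 D3A). Signal: 405 nm absorbance of p-nitroaniline. Times: 1 h preincubation, 2 h reaction. Buffer or medium: Zinc-free HEPES pH 7.4 with 300 mM NaCl, 0.01% Triton X-100. Also added: DEVD-pNA substrate. Benchmarks: DMSO wells as 0%, DMSO with 5 µM added PC-7 as 100%.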
# MEP2-GFP yeast – alters MEP2-GFP fluorescence in TOR pathway yeast screen. 330,000 tested, 0.51% active. S. cerevisiae MEP2-GFP strain, flow cytometry GFP, 3 h; 100% = DMSO control level. GFP response vs DMSO, % at 10 µM;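 active = GFP response versus DMSO above a set limit, roughly screen mean plus 3 SD, cut at about 180% in these data; inconclusive = fewer than 70 cells counted for a yeast strain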;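 also: median GFP fluorescence of the barcode-gated MEP2-GFP cells per well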
# The depositor's hits bear a star; ? = inconclusive; nt = not tested or not shown; [ ] = another dose, or the depositor's remark. Outcome played no part in choosing rows. Share with any hit: about 3.5%.
nr	SMILES	RPL19A TOR yeast	procasp3 activ	AHR act	AGP1 TOR yeast
1	COC(=O)c1ccc(COc2ccc(C)c(C)c2)o1	101	1	10	94
2	O=C(Cc1ccccc1)NCc1n[nH]c(=S)n1-c1ccc(Br)cc1	97	11	-2	103
3	Cc1cccc(NC(=O)c2sc3nc(-c4ccc(F)cc4)cn3c2C)n1	109	-1	-3	104
4	O=C(Nc1cccc(O)c1)c1cc2nc(-c3ccccc3)cc(-c3ccccc3)n2n1	106	-8	2	99
5	CC(C)[C@H](NC(=O)c1ccccc1F)C(=O)NC1CCCCC1	98	14	0	101
6	Cc1ccc(C2=[N+]([O-])C3(CCCCC/C3=N\NC(N)=S)N(O)C2(C)C)o1 (configuration not stated)	100	-5	0	101
7	CC(=O)C1=C(C)NC2=C(C(=O)CC(C)(C)C2)C1C (configuration not stated)	98	-5	2	106
8	CSc1cccc(NC(=O)c2nnn(Cc3ccccc3)c2N)c1	102	-3	8	109
9	O=C1N=C(N2CCOCC2)S/C1=C\c1ccc(-c2ccccc2Cl)o1	98	-13	50*	90
10	O=C(NCCCO)C(=O)Nc1cc2c3c(c1)CCN3C(=O)CC2	97	-2	4	101
11	CC(OC(=O)c1cc(=O)c2ccccc2o1)C(=O)c1ccccc1 (configuration not stated)	88	-3	13	91
12	NS(=O)(=O)c1ccc(CCNC(=O)c2ccc3c(c2)OCCO3)cc1	83	1	0	88

nr	CIT2-GFP yeast	LAP4 TOR yeast	proCasp7 act	MEP2-GFP yeast
1	92	99	-7	105
2	101	99	3	97
3	nt	111	-4	111
4	106	104	-93	100
5	106	99	4	105
6	112	104	2	100
7	88	113	2	93
8	108	95	1	111
9	91	90	-14	98
10	93	98	-6	101
11	83	88	-10	89
12	nt	84	2	88

# Compounds listed so far that have four or more nitrogen atoms:
nr	SMILES	RPL19A TOR yeast	procasp3 activ	AHR act	AGP1 TOR yeast
2	O=C(Cc1ccccc1)NCc1n[nH]c(=S)n1-c1ccc(Br)cc1	97	11	-2	103
3	Cc1cccc(NC(=O)c2sc3nc(-c4ccc(F)cc4)cn3c2C)n1	109	-1	-3	104
4	O=C(Nc1cccc(O)c1)c1cc2nc(-c3ccccc3)cc(-c3ccccc3)n2n1	106	-8	2	99
6	Cc1ccc(C2=[N+]([O-])C3(CCCCC/C3=N\NC(N)=S)N(O)C2(C)C)o1 (configuration not stated)	100	-5	0	101
8	CSc1cccc(NC(=O)c2nnn(Cc3ccccc3)c2N)c1	102	-3	8	109

nr	CIT2-GFP yeast	LAP4 TOR yeast	proCasp7 act	MEP2-GFP yeast
2	101	99	3	97
3	nt	111	-4	111
4	106	104	-93	100
6	112	104	2	100
8	108	95	1	111

# More compounds follow.
nr	SMILES	RPL19A TOR yeast	procasp3 activ	AHR act	AGP1 TOR yeast
13	O=S(=O)(c1ccccc1Br)N1CCN(c2ncccn2)CC1	100	1	5	102
14	CC(C)(C)n1nc2c(c1NC(=O)c1cccc(Cl)c1)CS(=O)(=O)C2	103	8	5	113
15	O=S(=O)(NCC(Nc1ccccc1)c1ccccc1)c1ccc(Cl)cc1 (configuration not stated)	106	-2	-2	101
16	Cc1cccc(N2CSC3=C(C#N)C(c4ccc(C)o4)CC(=O)N3C2)c1 (configuration not stated)	94	-12	4	99
17	Cc1csc(=O)n1CC(=O)OCC(=O)Nc1cc(Cl)ccc1[N+](=O)[O-]	98	6	12	97
18	Cc1ccc(SCC(=O)Nc2nnc(C(C)(C)C)s2)cc1	97	3	2	92
19	O=C(/C=C/c1ccccc1)OCc1cnc(Cl)s1	93	4	0	91
20	O=C(c1cc(=O)[nH]c2ccccc12)N1CCN(S(=O)(=O)c2ccc3ccccc3c2)CC1	106	0	6	107
21	C/C(CC(=O)Nc1ccc(N(C)C)cc1)=N\NC(=O)Cc1csc(N)n1	96	-1	5	110
22	Cc1ccc(NC2=NC(c3ccc(F)cc3)n3c(nc(C)cc3=O)N2)c(C)c1 (configuration not stated)	94	1	6	103
23	O=C(Nc1nnc(C2CC2)s1)c1cc(S(=O)(=O)N2CCN(c3ccccc3)CC2)ccc1Cl	96	-5	1	101
24	O=C(Nc1cccc(S(=O)(=O)N2CCCCC2)c1)C1CCCN1S(=O)(=O)c1ccccc1F (configuration not stated)	112	7	1	110

nr	CIT2-GFP yeast	LAP4 TOR yeast	proCasp7 act	MEP2-GFP yeast
13	92	118	-3	103
14	116	107	-4	106
15	113	106	-1	109
16	96	108	-30	101
17	93	102	8	105
18	102	82	-7	106
19	86	95	3	92
20	109	112	-6	106
21	97	126	10	111
22	91	98	1	91
23	94	100	-4	96
24	110	110	12	109

# Arranged by the number under LAP4 TOR yeast (falling): some entries from above.
entry | SMILES | LAP4 TOR yeast
21 | C/C(CC(=O)Nc1ccc(N(C)C)cc1)=N\NC(=O)Cc1csc(N)n1 | 126
23 | O=C(Nc1nnc(C2CC2)s1)c1cc(S(=O)(=O)N2CCN(c3ccccc3)CC2)ccc1Cl | 100
18 | Cc1ccc(SCC(=O)Nc2nnc(C(C)(C)C)s2)cc1 | 82

# (further entries)
nr	SMILES	RPL19A TOR yeast	procasp3 activ	AHR act	AGP1 TOR yeast
25	Cc1cccc(/C=N/NC(=O)c2ccc(NC(=O)c3ccc(Cl)cc3)cc2)n1	102	0	2	105
26	CC(=O)N1CCN(C(c2ccccc2)c2ccccc2)CC1	103	-3	0	95
27	COCCn1c(C)cc(C(=O)CSc2nc3ccccc3s2)c1C	101	-5	14	103
28	O=C(CSc1nc2ccccc2n1-c1ccccc1)NCC1CCCO1 (configuration not stated)	91	6	6	90
29	CC(C)NC(=S)NC(c1ccccc1)(c1ccccc1)c1ccccc1	108	-6	4	91
30	CCOC1CC(C)(C)NC(=S)N1 (configuration not stated)	97	1	-1	102
31	CC(Nc1n[nH]c(=S)[nH]c1=O)C(=O)OCc1ccccc1 (configuration not stated)	101	0	1	95
32	Nc1nc(SCC(=O)NCc2ccccc2Cl)[nH]c(=O)c1NC(=O)c1ccccc1F	104	3	7	96
33	CN1CCN(C(=O)CCNC(=O)Cn2ccc3ccccc3c2=O)CC1	94	-1	-5	94
34	CC(=O)c1cn(CC(=O)NCc2ccco2)c2ccccc12	89	0	4	94
35	O=C(CNC(=O)c1ccco1)OCN1C(=O)c2ccccc2C1=O	66[may fluoresce violet]	-5	2	28[may fluoresce violet]
36	O=c1ccc2ccccc2n1Cc1cccc(F)c1	104	6	3	101

nr	CIT2-GFP yeast	LAP4 TOR yeast	proCasp7 act	MEP2-GFP yeast
25	101	97	6	102
26	102	93	-3	105
27	99	103	1	106
28	92	87	-3	95
29	100	91	-1	106
30	96	127	1	96
31	95	102	-7	94
32	95	93	-7	100
33	95	97	7	98
34	100	95	22	91
35	?	98[may fluoresce violet]	1	269*[may fluoresce violet]
36	101	93	-4	104

# Following part
nr	SMILES	RPL19A TOR yeast	procasp3 activ	AHR act	AGP1 TOR yeast
37	Cc1cc(C(=O)NC(C)Cc2ccccc2)cc(C)c1[N+](=O)[O-] (configuration not stated)	96	-8	-3	101
38	CCC(C)c1ccc(N(C(=O)c2ccco2)C(C(=O)NC2CCCC2)c2cccnc2)cc1 (configuration not stated)	55[may fluoresce violet]	-7	13	15[may fluoresce violet]
39	Cc1cc(=O)[nH]c(N/N=C/c2cccs2)n1	47*[may fluoresce violet]	9	27	25[may fluoresce violet]
40	O=C1CC(c2cccc(O)c2)Oc2ccccc21 (configuration not stated)	98	11	14	98
41	CCOC(=O)C1(S(=O)(=O)c2ccc(Cl)cc2)CCN(Cc2ccccc2)CC1	97	2	1	102
42	CC(=O)[C@@H]1[C@@H]2C(=O)N(C3CCCCC3)C(=O)[C@@H]2C2c3ccccc3C=CN21 (some centres not stated)	97	-3	27	109
43	C/C(N)=C(/C#N)C(=O)COC(=O)C1Cc2ccccc2CN1S(C)(=O)=O (configuration not stated)	100	10	1	102
44	Cc1ccc(CCNC(=O)C2CCN(S(=O)(=O)c3ccc4c(c3)oc(=O)n4C)CC2)cc1	103	4	0	100
45	COc1ccccc1NC(=O)c1c(C)nn(-c2ccccc2)c1Cl	99	0	-6	89
46	O=C(NCC1CCCO1)c1ccc2ccccc2n1 (configuration not stated)	104	2	11	107
47	CCN(c1ccccc1)S(=O)(=O)c1ccc(OC)c(OC)c1	100	3	-3	103
48	Cc1ccc(C(=O)OCC(=O)N(C)c2c(N)n(Cc3ccccc3)c(=O)[nH]c2=O)s1	100	-16	2	111

nr	CIT2-GFP yeast	LAP4 TOR yeast	proCasp7 act	MEP2-GFP yeast
37	99	99	-4	95
38	?	71[may fluoresce violet]	-10	271*[may fluoresce violet]
39	?	87[may fluoresce violet]	-1	308*[may fluoresce violet]
40	100	96	1	101
41	98	91	4	103
42	109	106	-3	109
43	95	99	-1	97
44	98	98	2	105
45	95	90	14	101
46	108	100	1	101
47	99	104	2	101
48	100	107	3	104

# The results go on.
nr	SMILES	RPL19A TOR yeast	procasp3 activ	AHR act	AGP1 TOR yeast
49	C=CCOC(=O)c1[nH]c2c(c1C)C(=O)CC(c1ccco1)C2 (configuration not stated)	96	-12	103*	101
50	COc1ccccc1C(=O)Nc1ccc(OCC(=O)N2CC(C)OC(C)C2)cc1 (configuration not stated)	96	-1	-2	89
51	CCOC(=O)C1(CCCc2ccccc2)CCN(CC(O)CO)CC1 (configuration not stated)	88	1	8	93
52	Cc1ccc(Cn2ccsc2=NC(=O)COC(=O)c2ccc(NC(=O)CC#N)cc2)cc1	100	4	1	102

nr	CIT2-GFP yeast	LAP4 TOR yeast	proCasp7 act	MEP2-GFP yeast
49	91	106	-12	112
50	93	96	-2	98
51	92	88	7	93
52	99	104	9	99

# Looked up one by one from above (two):
nr	SMILES	RPL19A TOR yeast	procasp3 activ	AHR act	AGP1 TOR yeast
49	C=CCOC(=O)c1[nH]c2c(c1C)C(=O)CC(c1ccco1)C2 (configuration not stated)	96	-12	103*	101
50	COc1ccccc1C(=O)Nc1ccc(OCC(=O)N2CC(C)OC(C)C2)cc1 (configuration not stated)	96	-1	-2	89

nr	CIT2-GFP yeast	LAP4 TOR yeast	proCasp7 act	MEP2-GFP yeast
49	91	106	-12	112
50	93	96	-2	98

# Screens (PubChem BioAssay)
